Pol eta inh: qHTS for Inhibitors of Polymerase Eta | DNA polymerase eta (Homo sapiens), Q9Y253 | recombinant Pol eta, fluorescent DNA replication assay | Potency, µM (top dose mostly 114 µM), for the others: at the top dose activity change, negative = inhibition, usual class: inhibitors | 390,000 compounds, 1.2% hits; also: potency is read from the fitted curve at half-maximal effect; % is scaled to controls: 0 for no effect and ±100 for the full control effect
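Fluorescent replication assay: 50 nM final substrate added after a 15 min room-temperature compound preincubation with 10 nM enzyme. Signal taken at 0 min and again at 10 min.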
Pin1 inh: qHTS Assay to Find Inhibitors of Pin1; Peptidyl-prolyl cis-trans isomerase NIMA-interacting 1 (Homo sapiens), Q13526; Pin1 FP peptide displacement, HiFluor488, 10 min; Potency, µM (titrated, usually from 115 µM), without a hit: at the top dose activity, negative = inhibition, actives largely listed as inhibitors; 390,000 compounds, 0.009% hits; AID 504891, 2011; active = well fitted inhibition curve with a large enough effect in the polarisation, with a control signal flat, not every such curve was filed as active; inconclusive = small, poorly fitted or top-dose-only effect, or effect the other way, or a change in a side signal; inactive = no such curve, though single readings can be large or run the other way; the % refers to the polarisation; also: potency is read from the fitted curve at half-maximal effect; % is scaled to controls: 0 for no effect and ±100 for the full control effect
BAZ2B block: qHTS Assay for Inhibitors of BAZ2B | Bromodomain adjacent to zinc finger domain protein 2B (Homo sapiens), Q9UIF8 | Potency, µM (titrated, usually from 114 µM), without a hit: at the highest dose activity change, negative = inhibition, most hits filed as inhibitors | AlphaScreen BAZ2B-H3K14Ac peptide displacement | 360,000 compounds, 4.4% hits; also: potency is read from the fitted curve at half-maximal effect; % is scaled to controls: 0 for no effect and ±100 for the full control effect; nearly all actives have a fitted effect of over 60% in size
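Inhibition is scored as reduced AlphaScreen emission. The BAZ2B/b-H3(5-23)K14Ac complex (50 nM each) in PBS pH 7.4, 0.01% Tween-20 meets compound (up to 110 uM) for 30 min at RT before bead addition.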
GLS inhibitor: qHTS for Inhibitors of Glutaminase (GLS). Potency, µM (top dose mostly 45.5 µM), without a hit: at the top dose activity change, negative = inhibition, hits mostly inhibitors. AID 624170, 2012. GLS enzymatic activity, qHTS titration. Glutaminase kidney isoform, mitochondrial (Homo sapiens), O94925. 410,000 compounds, 0.21% hits; also: potency is read from the fitted curve at half-maximal effect; % is scaled to controls: 0 for no effect and ±100 for the full control effect
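Human kidney-isoform GLS in 45 mM KH2PO4 pH 8.2, 0.02% Tween-20, with compound, started with 1mM L-Glutamine (added stock). Glutamate oxidase/HRP/Amplex red coupled fluorescence read at start and after 30 min at RT.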
HP1b chromo inh: HTS for Inhibitors of HP1-beta Chromodomain Interactions with Methylated Histone Tails | 390,000 compounds, 0.56% hits | AID 540317, 2011 | Potency, µM (highest dose often 114 µM), for inactives: at the top dose activity change, negative = inhibition, most hits filed as inhibitors | Chromobox protein homolog 1 (Homo sapiens), P83916 | AlphaScreen HP1-beta / biotin-H3K9me3 peptide binding; also: potency is read from the fitted curve at half-maximal effect; nearly all actives have a fitted effect of over 70% in size; inactives centre near 23
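AlphaScreen: HP1-beta (50 nM) preformed 30 min with biotin-H3(1-18)K9me3 peptide (50 nM) in PBS pH 7.4, 0.01% Tween-20. Compound added for 30 min at RT, then streptavidin donor/nickel chelate acceptor beads (10 ug/mL) for 30 min.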
JMJD2A Tudor: qHTS Assay for Inhibitors of JMJD2A-Tudor Domain | Lysine-specific demethylase 4A (Homo sapiens), O75164 | AlphaScreen JMJD2A-Tudor / H3K4me3 peptide binding | Potency, µM (doses to about 114 µM), for inactives: at the highest dose activity change, negative = inhibition, usual class: inhibitors | 390,000 compounds, 4.4% hits | AID 504339, 2011; also: potency is read from the fitted curve at half-maximal effect; % is scaled to controls: 0 for no effect and ±100 for the full control effect; nearly all actives have a fitted effect of over 50% in size
Target sequence (O75164 whole entry, looked up, the tested form may be a part): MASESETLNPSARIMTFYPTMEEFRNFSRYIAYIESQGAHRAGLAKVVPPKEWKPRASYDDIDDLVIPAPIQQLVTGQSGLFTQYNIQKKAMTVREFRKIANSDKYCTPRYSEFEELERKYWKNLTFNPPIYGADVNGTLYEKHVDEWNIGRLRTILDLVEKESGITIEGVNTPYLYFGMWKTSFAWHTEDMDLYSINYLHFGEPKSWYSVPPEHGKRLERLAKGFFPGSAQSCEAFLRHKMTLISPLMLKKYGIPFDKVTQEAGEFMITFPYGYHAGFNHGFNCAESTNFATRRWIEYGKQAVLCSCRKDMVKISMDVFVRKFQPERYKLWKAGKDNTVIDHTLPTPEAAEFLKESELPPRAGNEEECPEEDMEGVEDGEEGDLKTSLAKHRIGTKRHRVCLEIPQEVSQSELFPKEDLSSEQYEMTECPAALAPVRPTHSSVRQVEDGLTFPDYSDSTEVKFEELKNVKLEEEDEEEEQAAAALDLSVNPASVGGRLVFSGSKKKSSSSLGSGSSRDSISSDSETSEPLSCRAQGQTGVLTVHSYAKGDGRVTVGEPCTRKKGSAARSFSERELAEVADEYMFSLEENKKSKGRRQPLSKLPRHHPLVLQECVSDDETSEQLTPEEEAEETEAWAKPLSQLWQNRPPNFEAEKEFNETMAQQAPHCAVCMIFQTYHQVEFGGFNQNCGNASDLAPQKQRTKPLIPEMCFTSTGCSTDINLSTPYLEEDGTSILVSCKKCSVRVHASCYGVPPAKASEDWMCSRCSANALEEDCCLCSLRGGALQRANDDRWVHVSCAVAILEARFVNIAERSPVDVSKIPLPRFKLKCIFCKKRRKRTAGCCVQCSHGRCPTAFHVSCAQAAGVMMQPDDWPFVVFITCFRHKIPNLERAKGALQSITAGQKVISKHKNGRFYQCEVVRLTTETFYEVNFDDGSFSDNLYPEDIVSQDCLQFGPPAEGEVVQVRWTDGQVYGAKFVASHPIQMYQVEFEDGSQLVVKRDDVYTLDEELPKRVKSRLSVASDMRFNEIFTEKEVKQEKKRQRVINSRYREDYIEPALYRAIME
G9a block: qHTS Assay for Inhibitors of Histone Lysine Methyltransferase G9a; G9a H3K9 monomethylation, AlphaScreen, 2 h; Potency, µM (series often up to 102 µM), inactives show top-dose activity, negative = inhibition, hits mostly inhibitors; 350,000 compounds, 8.8% hits; AID 504332, 2011; also: potency is read from the fitted curve at half-maximal effect; % is scaled to controls: 0 for no effect and ±100 for the full control effect; nearly all actives have a fitted effect of over 75% in size
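AlphaScreen read-out: biotin-H3K9 peptide (500 nM) methylation by 20 nM enzyme with 20 uM SAM, 2 h at room temperature after 15 min compound preincubation; anti-monomethyl H3K9 antibody plus donor/acceptor beads, 10 min dark.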
PGK inhibitor: qHTS Assay to Find Inhibitors of Phosphoglycerate Kinase; Phosphoglycerate kinase, glycosomal (Trypanosoma brucei brucei), P07378; PGK/GAPDH coupled, Kinase-Glo luminescence, 60 min; Potency, µM (highest dose often 57.5 µM), inactives show at the highest dose activity change, negative = inhibition, most hits filed as inhibitors; 380,000 compounds, 0.043% hits; AID 602233, 2012; also: potency is read from the fitted curve at half-maximal effect; % is scaled to controls: 0 for no effect and ±100 for the full control effect; nearly all actives have a fitted effect of over 60% in size
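Luminescent ATP detection (Kinase-Glo Plus) follows a 60-minute room-temperature incubation, with wells lacking PGK as controls. Buffer: 100 mM TEA (pH 7.6), 5 mM MgCl2, 0.01% Tween-20. Coupling enzyme GAPDH (100 nM final) supplies unstable 1,3-BPG in-well.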
PI4K2A inh: qHTS for small molecular inhibitors of PI4K2A; activity change, negative = inhibition, % at 76.9 µM; Phosphatidylinositol 4-kinase type 2-alpha (Homo sapiens), Q9BTU6; purified PI4K2A, ADP-Glo luminescence, 1 h; active compounds read low; 420,000 compounds, 0.13% hits; in the data active = activity change below about -50%; inconclusive = mostly about -30% to -49%;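 also: -100% = wells without enzyme as full effect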
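PI4K2A activity was measured by ADP-Glo luminescence: enzyme (4 ug/mL stock) and phosphatidylinositol (1.2 mM stock) in Tris pH 7.5/MgCl2/EGTA/Triton X-100 buffer were reacted with ATP (300 microM stock) for one hour at ambient temperature.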
Starred values were filed as active, the others as inactive; i = inactive; ? = inconclusive; . = no result given; [ ] = dose if it differs, or a comment. Unless noted, calls follow the shape of the dose curve; as a rule, active = well fitted curve in the direction sought with a large enough effect; inconclusive = small, poorly fitted or top-dose-only effect, or another doubt; inactive = no such curve, though single readings can be large; an effect the other way counts as inactive or inconclusive.

SMILES | Pol eta inh | Pin1 inh | BAZ2B block | GLS inhibitor | HP1b chromo inh | JMJD2A Tudor | G9a block | PGK inhibitor | PI4K2A inh
Cc1ccc(C2C(C=Nc3c(C)n(C)n(-c4ccccc4)c3=O)=C(c3ccccc3)Oc3ccccc32)cc1 (stereo not drawn) | -9.8% | 1.7% | -36.5% | -20.1% | ? | -26.0%[11.4 µM] | ? | -2.9% | -17.4
CC1=C([N+](=O)[O-])C(c2ccc(O)c(O)c2)NC(=O)N1 (stereo not drawn) | -8.5% | -7.2% | 18.8% | -16.3% | 11.4% | -19.2% | 10µM* | -5.2% | 3.1
O=C(NCc1ccccc1)c1cccc(NC(=O)N2CCSc3ncccc32)c1 | -19.0% | -6.2% | -15.1% | 1.1% | 45.2%[activator] | 5.2% | ? | -0.7% | 4.7
C=CCOc1ccc(CNCCO)cc1OCC | -15.6% | 0.3% | -20.1% | 4.8% | 23.5% | -12.7% | -42.5%[59 µM] | i | 1.8
COc1ccccc1S(=O)(=O)N(C)C[C@H]1OCc2cnnn2CCCC(=O)N([C@H](C)CO)C[C@@H]1C | -7.7% | . | . | -0.9% | . | . | . | -6.9% | -2.1
N#Cc1cccc(NCC(=O)Nc2cccc(S(=O)(=O)N3CCCCC3)c2)c1 | -20.2% | 1.7% | 2.8% | -1.1% | 21.6% | -4.2% | -8.1%[12.7 µM] | -3.5% | 13.0
Cc1oncc1C(=O)Nc1ccc2ccccc2c1 | -17.4% | 8.1% | -2.0% | 3.4% | 42.9%[activator] | -1.6% | 0.7% | -8.6% | -4.0
O=C(CSc1cccc2cccnc12)NCc1ccco1 | ? | -0.2% | 4.1% | -0.2% | 27.4% | -18.7% | . | -7.6% | -0.4
CC1(C)CC[C@]2(C(=O)O)CC[C@]3(C)C(=CC[C@@H]4[C@@]5(C)CC[C@H](O[C@@H]6O[C@H](C(=O)O)[C@@H](O)[C@H](O[C@@H]7OC[C@H](O)[C@H](O)[C@H]7O)[C@H]6O)C(C)(C)[C@@H]5CC[C@]43C)[C@@H]2C1 | 50.1µM* | . | . | 2.7% | 42.1%[activator] | -28.8% | . | -9.1% | 2.7
CC(=O)Nc1ccc(NC2=C/C(=N/S(=O)(=O)c3cccs3)c3ccccc3C2=O)cc1 | ? | -7.1% | 3.55µM* | 0.7% | 50.1µM* | 50.1µM* | 44.7µM* | -16.8% | -10.6
CCc1nnc(NC(=O)C2CCN(S(=O)(=O)Cc3ccccc3)CC2)s1 | -19.1% | -7.4% | 8.5% | -8.7% | 21.4% | 0.7% | 14.3%[59 µM] | -7.4% | -7.2
CCn1cc(CN2CCN(CCc3ccccc3)C(CCO)C2)c(C)n1 (stereo not drawn) | -17.1% | 4.9% | -1.5% | -2.4% | 35.0% | -6.7% | 6.8% | i | 2.9
COc1ccccc1CC(=O)Nc1cccc2c1CCCC2 | 0.5% | 3.4% | 7.0% | 8.4% | 17.2% | -6.8% | 4.9%[59 µM] | 0.8% | 0.4
COC(=O)C1=NN(C(=O)c2ccccc2)C(O)(c2ccc([N+](=O)[O-])cc2)C1 (stereo not drawn) | -16.0% | 0.9% | ? | ? | 2.6% | -28.8% | -49.1% | -10.6% | -3.6
Cn1c(=O)c2c(nc(N3CCCCC3)n2CC(O)COc2ccccc2)n(C)c1=O (stereo not drawn) | -1.9% | 0.4% | 4.8% | -4.1% | 10.4% | -17.3% | 20.6% | i | -3.4
CCOC(=O)c1ccc(/C=C2/C=C(c3ccccc3)N(c3ccc(Cl)c(C(=O)O)c3)C2=O)cc1 | 20µM* | ? | 50.1µM* | 30.2%[activator] | -21.2% | ? | 11.2µM* | -13.2% | -0.4
CS(=O)(=O)N(CC(=O)NCc1ccco1)c1cccc([N+](=O)[O-])c1 | -1.0% | -0.1% | -16.8% | -0.2% | 32.3% | -8.7% | 3.5% | 0.0% | 2.1
CC1CC(C)CN(CC(=O)N2CCc3[nH]c4ccccc4c3C2)C1 (stereo not drawn) | -18.4% | -0.7% | -22.5% | 10.3% | -4.1% | -27.7% | -127.5% | -3.9% | 4.9
CCOc1ccccc1OCC(=O)Nc1ccc(S(=O)(=O)Nc2nc(C)cc(C)n2)cc1 | 1.0% | -0.6% | -29.3% | -2.7% | 27.3% | -12.7% | 5.1%[12.7 µM] | i | -4.4
CC(=O)OCc1cc(-c2nc3ccccc3[nH]c2=O)nn1-c1ccc(Cl)cc1 | 1.8% | 1.7% | -0.4% | -0.2% | 34.8% | -4.9% | -3.3% | 3.3% | 2.4
CCC1(C(=O)OC)NC(c2ccco2)C2C(=O)N(c3ccc(F)cc3)C(=O)C21 (stereo not drawn) | -16.7% | -9.0% | -21.8% | -0.3% | 28.6% | -18.8% | 44.7µM* | ? | -1.1
Cc1c(C(=O)NC(=S)Nc2ccc(NC(=O)c3cccs3)cc2)cccc1[N+](=O)[O-] | -27.0% | -7.2% | . | 0.0% | 1.2% | -26.2% | . | -1.6% | -2.7
CCc1ccc(CNC(=O)C2CCCN(c3nn4c(=O)cc(C)nc4s3)C2)cc1 (stereo not drawn) | 2.2% | -0.8% | -0.3% | -3.7% | 31.0% | -13.9% | 37.7% | -0.7% | -1.8
Cc1cc(Nc2cccc(Cl)n2)n(-c2ccccc2)n1 | -7.9% | 2.0% | -6.7% | 8.9% | 42.5%[activator] | -3.5%[57.1 µM] | 39.0%[59 µM] | i | -1.1
O=C1OC(c2ccccc2)=N/C1=C\C=C\c1ccco1 | 2.9% | -0.9% | ? | 11.7% | -17.3% | ? | . | -3.0% | -7.4
COc1cccc(N(C(=O)c2ccn[nH]2)C2(C(=O)Nc3c(C)cccc3C)CCCCC2)c1 | -1.1% | -1.4% | 7.6% | 9.7% | 11.9% | -22.6% | -1.7%[59 µM] | -0.9% | 2.2
Cc1c(Cl)cccc1Nc1nc(N)nc(CSCCO)n1 | -20.5% | -0.4% | -4.8% | 22.6% | 25.9% | -15.2% | -16.9%[59 µM] | 5.0% | -8.0
O=C(CN1CCOCC1)Nc1ccc(NC(=O)c2ccccc2F)cc1 | -12.7% | -2.4% | 0.2% | 2.8% | 8.7% | 10.5% | 15.1%[59 µM] | 4.7% | 1.7
Cc1ccc(CCNC(=O)C2CC(c3cccc(F)c3)=NO2)cc1 (stereo not drawn) | -8.5% | -2.1% | -9.0% | 2.9% | 35.7% | -4.2% | 25.1%[12.7 µM] | 9.5% | -3.7
N#C/C(=C/c1cn(-c2ccccc2)nc1-c1cccc(OCc2ccc(F)cc2)c1)C(=O)NCCCn1ccnc1 | -8.6% | 35.6%[activator] | 10µM* | 2.9% | -20.6% | 15.8µM* | 1.1%[59 µM] | -5.1% | -1.2
Cc1nnc(NCc2ccco2)s1 | -9.1% | 1.9% | -5.8% | -3.9% | 22.7% | -3.8% | 18.4% | -4.1% | 4.5
O=C(CC1C(=O)N(c2ccccc2)C(=O)N1CCC1=CCCCC1)Nc1ccc(F)cc1 (stereo not drawn) | -16.3% | 4.0% | -16.4% | -5.8% | 21.5% | -18.2% | 13.7%[59 µM] | -11.4% | 2.0
COc1ccc(/C=C/c2nc(-c3ccccc3O)n(-c3ccccc3)n2)cc1OC | -21.3% | 13.5% | 3.4% | 4.3% | 26.5% | -13.1% | -41.6%[59 µM] | i | 2.5
Cc1ccccc1C(=O)O/N=C(\N)c1ccc([N+](=O)[O-])cc1 | -15.8% | -7.2% | -8.9% | -16.0% | 24.4% | -13.7% | -2.8%[0.501 µM] | -6.9% | 1.6
COc1ccc2c(c1)NC1(O)c3ccccc3C(=O)C21O (stereo not drawn) | -2.7% | 1.5% | -2.5% | -4.1% | 4.6% | -10.5% | -9.0% | i | -2.9
COc1ccc(/C(=C/Nc2cccc(Br)c2)C(C)=O)cc1OC | -13.7% | -0.9% | ? | -7.3% | ? | -19.5%[11.4 µM] | ? | -6.3% | -9.0
COCCn1c(SCC(=O)Nc2cc(C)on2)nnc1C(C)C | -15.3% | 7.4% | 12.7% | 6.9% | 29.4% | -3.8% | 13.4% | -1.1% | 3.7
COc1cc(OC)cc(-c2nnc(SCC(=O)Nc3ccc(C(=O)O)cc3)s2)c1 | ? | -1.5% | ? | -23.8% | 9.5% | -26.1% | ? | -14.7% | -5.7
CN1CCN(c2ncc3c(n2)CC(c2ccccc2F)CC3=O)CC1 (stereo not drawn) | -11.3% | -5.5% | -30.4% | 20.9% | 21.1% | -13.2% | -7.4% | -6.1% | -1.3
CS(=O)(=O)Nc1ccc(C2=NN(C(=O)CCCC(=O)O)C(c3cccs3)C2)cc1 (stereo not drawn) | -5.0% | 0.6% | 2.0% | -2.6% | 41.6%[activator] | -8.9% | 81.5%[activator] | -2.9% | 2.2

These rows are one share of the data; count on the stated rates, not on these rows.
